HUVEC tox TNFa = cytotoxicity in TNFa-stimulated HUVEC, primary screen, cytotoxicity control for VCAM1 expression modulator project, imaging, Hoechst nuclei count. HUVEC TNFalpha-stimulated, Hoechst cell count. cell count reduction, % at 2 µM. 93,000 tested, 0.17% active;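 active means cell count reduction exceeding the screen mean by over 5 SD, scaled to untreated wells per plate, cut at about 78% in these data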;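 further: cells counted after 24 h of TNF alpha exposure following the 1 h pretreatment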
LYP act = LYP phosphatase activators, primary screen, biochemical, DiFMUP fluorescence, 2 µM; 96,000 tested, 0.11% active; Tyrosine-protein phosphatase non-receptor type 22 (Homo sapiens), Q9Y2R2; activation, % at 2 µM; recombinant LYP; 0 = plate median, 100 = signal doubled;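 active means activation at 2 µM above a set limit, the mean plus 5 SD, cut at about 37% in these data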
Target sequence (Q9Y2R2 whole entry, looked up): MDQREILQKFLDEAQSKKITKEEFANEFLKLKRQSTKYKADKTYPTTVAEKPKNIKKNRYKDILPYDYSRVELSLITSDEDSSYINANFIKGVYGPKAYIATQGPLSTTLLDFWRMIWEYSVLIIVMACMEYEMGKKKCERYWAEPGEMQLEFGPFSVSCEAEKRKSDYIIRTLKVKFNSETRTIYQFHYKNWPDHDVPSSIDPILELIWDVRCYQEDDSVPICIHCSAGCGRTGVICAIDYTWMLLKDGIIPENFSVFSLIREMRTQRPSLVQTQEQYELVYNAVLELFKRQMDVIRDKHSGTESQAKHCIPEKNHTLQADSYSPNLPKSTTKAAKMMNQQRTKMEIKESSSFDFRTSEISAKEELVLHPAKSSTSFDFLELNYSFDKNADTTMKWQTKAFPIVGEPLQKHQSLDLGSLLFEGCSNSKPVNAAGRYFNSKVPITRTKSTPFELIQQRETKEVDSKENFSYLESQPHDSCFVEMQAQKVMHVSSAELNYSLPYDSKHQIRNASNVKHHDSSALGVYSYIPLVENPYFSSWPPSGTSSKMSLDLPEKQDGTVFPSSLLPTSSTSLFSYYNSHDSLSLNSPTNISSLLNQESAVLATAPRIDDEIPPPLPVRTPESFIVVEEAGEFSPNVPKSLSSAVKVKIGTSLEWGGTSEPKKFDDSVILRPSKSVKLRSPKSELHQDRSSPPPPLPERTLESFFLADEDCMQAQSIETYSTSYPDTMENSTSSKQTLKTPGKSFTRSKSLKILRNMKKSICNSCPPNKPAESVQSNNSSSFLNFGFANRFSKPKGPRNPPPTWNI
cytoskel mod = modifiers of F-actin cytoskeleton organization, primary screen, imaging, HUVEC, phalloidin staining, high-content imaging; 91,000 tested, 0.18% active; HUVEC TNFa F-actin phalloidin imaging; inhibition, % at 2 µM;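 active means inhibition above the batch mean plus 3 SD and confirmed as a hit by visual image inspection, cut at about 30% in these data, passing the limit was not always enough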; further: strong numbers were not always called active
PTK2B oligo ant = antagonists of Pyk2 self-association, primary screen, Q293 cells, FERM NanoBiT luminescence, HTS; 99,000 tested, 0.83% active; z-score (the deposit names both 25 µM and 10 µM); active compounds read low;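 active means Z-score of -3 or lower, scaled per plate to the spread of control and sample wells; inactive means z-score above -3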;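 further: negative z-score means lost luminescence so less FERM oligomerization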
ERa SRC1 inh = ERα–SRC-1 coactivator interaction inhibitors, primary screen, biochemical, TR-FRET, ERα LBD, estradiol-bound; 86,000 tested, 1.7% active; Estrogen receptor (Homo sapiens), P03372; TR-FRET ER-alpha LBD / SRC-1 peptide; inhibition, % at 25.6 µM; in the data active means inhibition above about 50%;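 further: 0% = receptor plus peptide control and 100% = peptide only without receptor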
FAK inh = FAK kinase inhibitors, primary screen, biochemical | 97,000 tested, 0.84% active | biochemical FAK kinase activity assay | inhibition, %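 (tested at 7 µM)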; in the data active means inhibition above about 19%;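 further: 0% = DMSO and 100% = reference compound high control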
VCAM1 TNFa inh = inhibitors of TNFa-induced VCAM1 expression, primary screen, imaging, HUVEC, TNFa stimulus, immunofluorescence; HUVEC TNFa-induced VCAM-1 immunofluorescence, high-content imaging; inhibition, % at 2 µM; 95,000 tested, 0.48% active; AID 802, 2007;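 active means inhibition above the batch mean plus 3 SD, with images confirmed as a hit by eye, cut at about 37% in these data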;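 further: 0% = TNF-stimulated DMSO wells and 100% = unstimulated control wells; not every result past the cut was called active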
PTPN22 inh 2 = PTPN22 phosphatase inhibitors, primary screen, biochemical, DiFMUP fluorescence, 2 µM; recombinant LYP catalytic domain; AID 640, 2007; inhibition, % at 2 µM; 96,000 tested, 0.21% active; Tyrosine-protein phosphatase non-receptor type 22 (Homo sapiens), Q9Y2R2;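 active means inhibition at 2 µM at or above a set limit, the screen mean plus 3 SD, cut at about 24% in these data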;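 further: 0% = DMSO with enzyme and 100% = enzyme fully blocked by orthovanadate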
HUVEC tox IL1B = cytotoxicity in IL-1B stimulated HUVEC, primary screen, cytotoxicity control for IL-1B NFkB translocation project, imaging, Hoechst nuclear count, IL-1B stimulus; cell count reduction, % at 2 µM; HUVEC cell count loss; 94,000 tested, 0.41% active;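 active means cell count reduction more than 3 SD above the screen-wide mean, cut at about 70% in these data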;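 further: normalized per plate to untreated control cells as the no-loss baseline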
An asterisk follows results filed as active; · = not tested or not shown; [ ] = another dose, or the depositor's remark.

SMILES	HUVEC tox IL1B	HUVEC tox TNFa	PTPN22 inh 2	PTK2B oligo ant	LYP act	ERa SRC1 inh	FAK inh	cytoskel mod	VCAM1 TNFa inh
N#Cc1cc(Oc2cccc3cccnc23)c(-n2nnc3ccccc32)cc1C#N	7	-19	-8	-0.26	5	-16	1	-10	2
Cc1ccc(/C=N/N2C(=O)C3C(C2=O)C2C=CC3C23CC3)o1 (configuration not stated)	-35	-8	-12	-0.29	16	·	0	-2	13
Cc1ccc(-c2csc(NC(=O)Cc3cccs3)n2)cc1C	2	-11	-2	0.55	-1	4	3	1	2
O=C(NCc1ccc(Cl)cc1)c1cnccn1	-5	6	10	0.46	-8	-1	-4	7	5
CCc1ccc(-n2nc3ccc(NC(=O)c4ccc5c(c4)OCO5)cc3n2)cc1	-12	9	2	0.17	-4	37[fluorescence artefact?]	-1	-16	-4
O=C(NC1CCCCC1)c1ccc(CS(=O)(=O)Cc2ccccc2F)o1	-21	11	3	2.1	2	6	1	1	7
O=C1C2CCCN2C(c2ccc(F)cc2)N1c1ccc(Cl)cc1 (configuration not stated)	-1	-22	-8	·	5	-4	0	14	14
CCC(CC)c1nnc(NC(=O)CCN2C(=O)c3ccccc3C2=O)s1	3	-15	4	0.4	-1	-4	8	2	26
CCOC(=O)c1[nH]c(C)c(C(=O)Nc2cc(OC)ccc2OC)c1C	80*	43	-4	-1.7	0	0	-2	3	40
COc1ccc(NC(=O)N2CCCC2C(=O)Nc2ccc(C)cc2)cc1 (configuration not stated)	0	2	13	0.19	-13	3	3	10	12
CCn1c(=O)cc(OCC(=O)O)c2ccccc21	8	16	-5	-0.82	2	-2	1	10	26
Cc1c(C#N)c(N)c(C(=O)c2ccccc2)n1Cc1ccccc1	-67	-10	-1	-0.59	-2	4	-1	-7	7
CC(C)OCCCNC(=O)Cn1ncc2c(=O)oc3ccccc3c21	7	-20	3	0.3	-5	·	1	42	-9
S=c1[nH]nc(C2CCCCC2)n1/N=C/c1cccs1	-16	-11	15	0.03	-12	·	-4	7	5
CCOC(=O)Cn1c(S(=O)(=O)Cc2ccccc2)nc2ccccc21	20	-21	-2	·	1	-1	-1	16	16
COc1cc(C(=O)NCc2cn3cccc(C)c3n2)cc(OC)c1OC	30	1	-7	·	6	-5	-2	0	12
CN(C)CCNc1ncnc2c1sc1nc(N3CCOCC3)c3c(c12)CC(C)(C)SC3	6	-5	-54	-0.73	49*	5	3	-44	18
CCNC(=O)NC(C(=O)OC)C12CC3CC(CC(C3)C1)C2 (configuration not stated)	13	-11	-10	-0.17	7	4	-2	15	6
COc1cccc(/C=N/NC(=O)c2cccc([N+](=O)[O-])c2)c1OS(=O)(=O)c1ccc(C)cc1	-26	25	11	-2.1	-7	·	3	-1	2
Cc1cc(Nc2ccc(F)cc2)n2nc(C)nc2n1	5	60	-4	·	1	-3	5	4	-14
CCCC(=O)c1ccc(N2CCCC2)c(F)c1	-4	-30	0	-0.77	-3	-33	0	9	-18
Cc1nn(-c2ccc(F)cc2)c2sc(C(=O)N3CCCCCC3)cc12	9	-8	6	0.24	-3	5	5	20	-22
O=C(O)c1ccccc1NCc1ccncc1	-23	-7	3	0.17	-5	·	-3	-40	7
Cc1ccccc1NCN1C(=O)C2C3C=CC(C3)C2C1=O (configuration not stated)	-11	-27	-3	0.36	1	-7	2	16	0
CC(=O)Oc1ccc2c(c1)c(C(C)=O)c(C)n2C	-11	-35	-2	0.52	-2	19	-1	-19	25

The listing continues.
SMILES	HUVEC tox IL1B	HUVEC tox TNFa	PTPN22 inh 2	PTK2B oligo ant	LYP act	ERa SRC1 inh	FAK inh	cytoskel mod	VCAM1 TNFa inh
COc1ccccc1N1CCN(C(=O)C2CCN(S(=O)(=O)c3ccc(Cl)cc3)CC2)CC1	-25	-15	-1	0.34	-1	·	1	0	3
COc1ccc(N2CCN(C(c3cccc(OC)c3OC)c3nnnn3C3CCCC3)CC2)cc1 (configuration not stated)	-3	-12	13	-2.6	-13	-4	0	-4	12
COc1ccc2[nH]c(C(=O)O)c(NS(=O)(=O)c3ccc(Cl)s3)c2c1	-9	·	9	0.87	-10	13	-5	-4	·
c1cncc(-c2csc(NCc3ccco3)n2)c1	-6	4	-3	-0.53	5	-1	4	0	9
Cc1ccc(C(=O)NNC(=O)C2CCN(c3nc(C)cc(C)n3)CC2)cc1	2	-4	1	0.56	4	·	7	-4	10
O=c1c(-c2ccnn2-c2cccc(Cl)c2)cnc2n1CCS2	-4	-7	9	-0.12	-8	-1	-1	-13	20
CC(=O)Nc1ccc(N=Cc2nc(-c3ccc(C)cc3)oc2O)cc1	-34	-24	-1	0.07	-6	81*	24*	4	9
Cc1nn2c(=O)nc3sc4c(c3c2[nH]c1=O)CCCC4	-10	-10	-1	·	1	4	1	-5	-3
Cc1cc(C)n(CCCNCC(O)c2ccccc2)n1 (configuration not stated)	-12	-2	7	1.9	-10	-7	-4	-32	-11
COc1ccccc1-n1c(SCC(N)=O)nc2c(c1=O)SCC2	-24	9	6	·	-6	1	-3	14	-8
O=C(NC(NC(=S)Nc1cccc(Cl)c1)C(Cl)(Cl)Cl)OCc1ccccc1 (configuration not stated)	-19	8	2	-1.4	0	·	0	-9	17
Cn1ccnc1C(O)(c1nnc(-c2ccccc2)o1)C(F)(F)F (configuration not stated)	-30	-67	0	1	-2	·	-5	6	-41
Cn1c(=O)c2c(nc(SCC(=O)NCC3CCCO3)n2C)n(C)c1=O (configuration not stated)	5	-16	-10	-0.3	7	12[fluorescence artefact?]	-1	6	14
C=CCOC(=O)C(C#N)c1nc2ccccc2nc1N1CCCC1 (configuration not stated)	12	2	-15	-0.64	15	4	-4	-28	13
CCN(CC)S(=O)(=O)c1cc(-c2nnc(-c3ccc(Br)cc3)o2)ccc1Br	6	4	7	-0.67	-10	-2	1	-24	7
Cc1noc(C)c1C(=O)N1CCN(c2ncccn2)CC1	-19	-8	-3	0.5	0	-3	2	0	19
O=C(C1CCCN(c2nnc(-n3cccc3)s2)C1)N1CCN(c2ccccc2)CC1 (configuration not stated)	-3	-30	0	·	-2	·	-2	3	14
Cc1cc(C)c(NC(=O)C2CSCCS2)c(C)c1 (configuration not stated)	-21	16	8	0.73	-4	·	-1	-29	10
CN1CCN(Cc2ccc(-c3ccc(Cl)cc3)o2)CC1	-28	5	3	0	-4	-9	3	·	-6
NS(=O)(=O)c1ccc(CCNC(=O)c2cncc(Br)c2)cc1	-30	22	-4	-0.23	2	-1[fluorescence artefact?]	2	9	-3
Cc1cc(NC(=O)CSC2=NCCS2)no1	-17	-29	4	0.2	-8	-2	-2	-25	8
CC12CC3CC(C)(C1)CC(CN1CCOCC1)(C3)C2	-8	21	6	-1.1	-3	-4	-4	-12	11
O=C(CSc1cn(CCNC(=O)c2cccs2)c2ccccc12)NC1CCCCC1	9	60	6	·	-6	-6	2	9	-3
CC(=O)Oc1ccccc1N1C(=O)c2ccc(C(=O)O)cc2C1=O	-17	-5	-5	1.4	3	9[fluorescence artefact?]	-5	-6	29
C=CCn1c(N)cc(=O)nc1SCC(=O)Nc1cccc2ccccc12	7	-5	-2	-0.93	1	-9	-1	-31	13

Carrying on.
SMILES	HUVEC tox IL1B	HUVEC tox TNFa	PTPN22 inh 2	PTK2B oligo ant	LYP act	ERa SRC1 inh	FAK inh	cytoskel mod	VCAM1 TNFa inh
COCCN(C(=O)Cn1nnc2ccccc21)C(C(=O)NC1CCCC1)c1ccc(OC)cc1OC (configuration not stated)	-47	·	2	0.27	-1	-21	-1	-2	15
CC(=O)c1ccc(N2CCN(C(=O)c3ccco3)CC2)c(F)c1	-15	2	6	0.87	-8	-12	-2	-14	6
Cc1cccc(C(=O)O/N=C2\CCS(=O)(=O)c3sccc32)c1	-78	0	10	-0.01	-6	·	1	-1	-3
Cc1snc(S(=O)(=O)/C(C#N)=N\Nc2ccccc2)c1C#N	-35	-9	1	0.1	3	-10	1	5	2
COCCCNC(=O)CS(=O)Cc1nc(-c2cccc(OC)c2)oc1C (configuration not stated)	33	-10	-6	0.05	5	-10	5	-45	-14
Cn1c(=O)c2c(ncn2CC(=O)Nc2ccc(N3CCOCC3)cc2)n(C)c1=O	-97	0	-16	0.07	15	-1	-1	4	-14
C=CCn1c(SCc2ccccc2)nc(O)cc1=O	5	1	-6	-3	9	-6	0	-1	4
Cc1cc(C=O)c(C)n1-c1ccc(N2CCCC2)c([N+](=O)[O-])c1	2	-22	-4	-0.18	1	·	8	3	-9
Cc1cc([N+](=O)[O-])nn1CC(=O)NNC(=S)Nc1ccc([N+](=O)[O-])cc1	-36	-7	35*	-0.18	-33	·	-6	-4	17
CC(NS(=O)(=O)c1cccc(Cl)c1)C(=O)Nc1ccc(-c2nc3ccccc3s2)cc1 (configuration not stated)	-4	-45	-8	-0.8	4	·	-6	10	-3
COCCN1C=C(C(=O)OC)C(c2cc(Br)c(OC)c(OC)c2)C(C(=O)OC)=C1	-3	-18	5	-3.4*	-6	7[fluorescence artefact?]	-1	-5	-13
CCOC(=O)CS(=O)(=O)c1nc(-c2ccccc2)cc(C(F)(F)F)n1	8	6	8	0.51	-6	-9	-2	-2	48
COc1ccc(C(C)=O)c2c(O)cccc12	-11	-30	-2	-0.83	0	0	4	-2	-5
CC(C)n1c(SCC(N)=O)nc2c1c(=O)n(C)c(=O)n2C	-10	-46	-23	1.6	20	4	1	13	-3
COC(=O)CC1C(=O)NCCN1C(=O)Nc1ccccc1 (configuration not stated)	-16	-16	-2	0.4	0	3	4	-7	8
COc1ccc(CNC(=O)c2c(O)c3ccccc3n(C)c2=O)cc1OC	20	0	-26	-0.15	23	-2	1	29	1
O=C(NC12CC3CC(CC(C3)C1)C2)N1CCN(C(=O)C2CCCO2)CC1 (configuration not stated)	-54	-6	-12	1.1	6	0	1	4	14
CN1C(=C2C(=O)OC(C)(C)OC2=O)Sc2ccccc21	-23	-42	-19	1.4	15	6	0	·	9
CCCCOC(=O)C1=C(C)Nc2ncnn2C1c1cccc(OC)c1 (configuration not stated)	-14	6	-8	-1.5	6	·	-1	-4	-12
Cc1cc(OC(C)C)nc(-c2ccccc2O)n1	7	-20	-1	-0.2	3	-8	2	·	0
COc1ccc(OCc2ccc(C(=O)N3CCOCC3)cc2)cc1	13	-4	5	-0.51	-6	0	2	6	8
COc1ccccc1NC1=C(Cl)C(=O)N(C2CCCCC2)C1=O	-42	-36	-10	0.03	14	·	-6	-19	-10
O=C(NCCc1c[nH]c2ccccc12)Nc1ccccc1	-4	-3	1	-0.28	-1	-10	6	2	-7
COc1ccccc1CNc1ccc(N2CCOCC2)c(C(=O)O)c1	-3	-23	8	-0.02	-9	-1	-3	-8	-9
CSc1ccccc1NC(=O)c1ccncc1	-21	7	-3	0.58	2	9	2	-4	18

Entries of single compounds from above. Values in the order: HUVEC tox IL1B	HUVEC tox TNFa	PTPN22 inh 2	PTK2B oligo ant	LYP act	ERa SRC1 inh	FAK inh	cytoskel mod	VCAM1 TNFa inh
Listed for O=C(O)c1ccccc1NCc1ccncc1 = -23	-7	3	0.17	-5	·	-3	-40	7
Listed for Cc1cc(C)c(NC(=O)C2CSCCS2)c(C)c1 (configuration not stated) = -21	16	8	0.73	-4	·	-1	-29	10

From PubChem
